Bioassay records deposited in PubChem BioAssay by National Center for Advancing Translational Sciences (NCATS).
USP2a block – inhibitors of human ubiquitin-specific protease USP2a. USP2 core, Ub-CHOP2 coupled fluorogenic reporter, 485/531. Potency, µM (series often up to 38.3 µM), for inactives: top-dose activity change, negative = inhibition, actives largely listed as inhibitors. 330,000 compounds, 0.01% hits;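 note: potency is the fitted concentration of half-maximal effect; plate controls were DMSO wells for no effect and full inhibition by NEM control for full effect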
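USP2 core (10nM final) preincubated 30min RT with compound in 20mM Tris-HCl pH 8.0, 2mM CaCl2, 2mM beta-mercaptoethanol, 0.05% CHAPS; 25nM Ub-CHOP2 plus 25nM reporter substrate added, fluorescence (Ex485/Em531) read after 60min.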
PKM2 activator – PKM2 (human) enzyme activation; AID 1631; purified PKM2, Kinase-Glo ATP luminescence, activation; response scale: 0% is enzyme alone, no compound; Potency, µM (titrated, usually from 57.5 µM), without a hit: top-dose activation, most hits filed as activators; 260,000 compounds, 0.34% hits; note: potency is the fitted concentration of half-maximal effect; % is set by controls: 0 for no effect and ±100 for the full control effect; nearly all actives have a fitted effect of over 55% in size
Target sequence (P14618 whole entry, looked up): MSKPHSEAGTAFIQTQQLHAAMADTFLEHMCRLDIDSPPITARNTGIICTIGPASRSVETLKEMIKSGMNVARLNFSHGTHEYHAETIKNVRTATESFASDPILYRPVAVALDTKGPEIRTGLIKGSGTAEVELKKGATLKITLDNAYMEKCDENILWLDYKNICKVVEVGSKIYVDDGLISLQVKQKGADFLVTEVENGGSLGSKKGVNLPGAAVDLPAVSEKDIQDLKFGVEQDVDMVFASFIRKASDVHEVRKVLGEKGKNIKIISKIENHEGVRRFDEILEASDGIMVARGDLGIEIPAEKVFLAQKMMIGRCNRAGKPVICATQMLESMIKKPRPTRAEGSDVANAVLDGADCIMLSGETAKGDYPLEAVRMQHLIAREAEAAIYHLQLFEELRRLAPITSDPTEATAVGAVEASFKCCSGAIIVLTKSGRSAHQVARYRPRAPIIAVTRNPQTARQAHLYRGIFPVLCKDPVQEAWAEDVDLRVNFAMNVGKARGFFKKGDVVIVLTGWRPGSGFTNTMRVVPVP
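Purified hPK-M2 (>95%) run at intermediate activity with 0.1 mM ADP and 0.5 mM PEP in 50 mM imidazole pH 7.2, KCl, MgCl2; 1 h room temperature. ATP formed read by Kinase-Glo luminescence; normalized to uninhibited and no-enzyme controls.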
B2AR arrestin – recruits beta-arrestin to the human beta2-adrenergic receptor | Potency, µM (titrated, usually from 46.1 µM), inactives show top-dose activation, most hits filed as activators | beta-arrestin recruitment to beta2AR, cell-based reporter | 330,000 compounds, 0.02% hits | P07550 | AID 492947;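 note: potency is the fitted concentration of half-maximal effect; 0% = DMSO controls and full agonism = EC100 isoproterenol or metaproterenol; nearly all actives have a fitted effect of over 65% in size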
Target sequence (P07550 whole entry, looked up): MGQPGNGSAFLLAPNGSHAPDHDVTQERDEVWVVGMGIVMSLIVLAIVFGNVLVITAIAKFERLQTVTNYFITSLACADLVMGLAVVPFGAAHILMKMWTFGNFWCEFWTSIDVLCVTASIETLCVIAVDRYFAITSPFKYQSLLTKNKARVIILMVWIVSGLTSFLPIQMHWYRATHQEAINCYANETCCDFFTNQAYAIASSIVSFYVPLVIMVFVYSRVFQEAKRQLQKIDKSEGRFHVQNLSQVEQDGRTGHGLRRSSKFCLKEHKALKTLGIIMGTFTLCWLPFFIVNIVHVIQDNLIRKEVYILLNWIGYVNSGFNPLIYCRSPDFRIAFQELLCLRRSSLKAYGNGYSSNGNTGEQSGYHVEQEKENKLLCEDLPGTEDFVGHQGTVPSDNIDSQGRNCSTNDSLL
hERG WT inh – blocks the wildtype human KCNH2 potassium channel; U2OS, BacMam KCNH2, thallium flux FluxOr; stronger effect = lower value; activity change, % at 1.84 µM; Q12809; 340,000 compounds, 0.37% hits;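 active = maximum activity change below -70%; inconclusive = maximum activity change between -70% and -50%; inactive = maximum activity change above -50%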; note: % is set by controls: 0 for no effect and ±100 for the full control effect
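U2OS cells transduced with wild-type KCNH2 virus are loaded with FluxOr dye for 45 min, and thallium flux is measured in kinetic reads before and after stimulation buffer. Rate constants are normalized to DMSO controls.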
Menin-MLL TR inh – menin-MLL binding inhibition, Texas Red mutant peptide. AID 1768. Potency, µM (titrated, usually from 61.6 µM), without a hit: at the highest dose FP activity change, negative = inhibition, usual class: inhibitors. Menin + Texas Red MLL mutant peptide, fluorescence polarization. 270,000 compounds, 0.23% hits; active = well fitted inhibition curve with a large enough effect in the polarisation, with a control signal flat, not every such curve was filed as active; inconclusive = small, poorly fitted or top-dose-only effect, or effect the other way, or a change in a side signal; inactive = no such curve, though single readings can be large or run the other way; the % refers to the polarisation; note: potency is the fitted concentration of half-maximal effect; % of control where 0% means no effect; many of its hits are not listed in these tables
Giardia kill – Giardia lamblia killing; Giardia lamblia trophozoite viability; activity change, % at 7.66 µM, hits read low; 340,000 compounds, 0.15% hits; AID 540267; in the data active = activity change below about -80%; inconclusive = between about -30% and that limit;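 note: parasites exposed to compound for two days anaerobically before the ATP read; % is set by controls: 0 for no effect and ±100 for the full control effect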
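Media and compound were dispensed first, then trophozoites at 100 cells/well; plates sat 48 hrs at 37 deg C without oxygen before ATP luminescence reagent was added and read after 15-30 min at room temperature.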
GALK inhibitor – blocks human galactokinase activity; P51570; Purified GALK, Kinase-Glo residual ATP luminescence; Potency, µM (titrated, usually from 57.5 µM), without a hit: at the highest dose activity change, negative = inhibition, actives largely listed as inhibitors; 270,000 compounds, 0.007% hits; note: potency is the fitted concentration of half-maximal effect; % is set by controls: 0 for no effect and ±100 for the full control effect
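ATP-depletion format; final 35 uM ATP, 100 uM D-galactose, 5 nM enzyme; pH 8.0 HEPES/Mg2+ buffer; 60 min RT; luminescence read 10 min after detection reagent.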
TRPV1 ag – human TRPV1 agonism. 320,000 compounds, 0.19% hits. activation, % at 8.33 µM. Q8NER1. TRPV1-expressing cells, Fluo-8 calcium influx, agonist mode. AID 540275; in the data active = activation above about 80%; inconclusive = between about 30% and that limit; note: 0% is about no effect
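TRPV1-expressing cells were cultured overnight at 35.5C and loaded with Fluo-8 calcium dye for 40 to 90 min at room temperature. After a 10 s baseline, compound was added and calcium influx was read kinetically for 3 min (ex 480/em 520 nm).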
Coupling enz – counter-screen for Giardia aldolase inhibitors: coupling enzyme system; coupling enzyme system counterscreen, AmpLite Red fluorescence; activity change, negative = inhibition, % at 58.2 µM, hits read low; 290,000 compounds, 0.67% hits; AID 2472; in the data active = activity change below about -30%; note: % is set by controls: 0 for no effect and ±100 for the full control effect
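First, compound is pin-transferred into glyceraldehyde-3-phosphate coupling-enzyme reagent at 57.5 uM final and held 10 min at RT. Next, substrate, coupling system and AmpLite Red are added. After 20 min RT, fluorescence (525/598 nm) is read.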
MLL CXXC-DNA inh – MLL CXXC-DNA interaction inhibition. MLL-CXXC / FITC-HOXA9 DNA fluorescence polarization. 290,000 compounds, 0.037% hits. AID 2662. Potency, µM (highest dose often 115 µM), without a hit: top-dose activity change, negative = inhibition, most hits filed as inhibitors; active = well fitted inhibition curve with a large enough effect in the polarisation, with a control signal flat, not every such curve was filed as active; inconclusive = small, poorly fitted or top-dose-only effect, or effect the other way, or a change in a side signal; inactive = no such curve, though single readings can be large or run the other way; the % refers to the polarisation; note: potency is the fitted concentration of half-maximal effect
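Steps: dispense CXXC domain solution (7 uM) → pin compounds or unlabeled HOX-A9 DNA control → 5 min ambient → add FLSN-HOX-A9 solution (50 nM) → spin → 30 min ambient → fluorescence polarization. Tris pH 7.5/NaCl/DTT/BSA buffer.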
KCNH2 3.1 block – blocks the human KCNH2 3.1 channel isoform; U2OS KCNH2 3.1, thallium flux FluxOr; stronger effect = lower value; activity change, % (tested at about 1.8 µM); 340,000 compounds, 0.95% hits;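 active = maximum activity change below -70%; inconclusive = maximum activity change from -70% to -50%; inactive = maximum activity change above -50%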;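 note: thallium influx rate constant from kinetic fluorescence after stimulation buffer; % is set by controls: 0 for no effect and ±100 for the full control effect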
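Measured as rate of thallium-driven FluxOr signal in transduced U2OS cells carrying the 3.1 channel, read kinetically for 2 min upon stimulation; values are rate constants scaled to DMSO control wells.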
* = called active by the depositor; ? = inconclusive; / = no result given; [ ] = dose if it differs, or a comment. Unless noted, calls come from the whole dose curve; as a rule, active = well fitted curve in the direction sought with a large enough effect; inconclusive = small, poorly fitted or top-dose-only effect, or another doubt; inactive = no such curve, though single readings can be large; an effect the other way counts as inactive or inconclusive.

SMILES	USP2a block	PKM2 activator	B2AR arrestin	hERG WT inh	Menin-MLL TR inh	Giardia kill	GALK inhibitor	TRPV1 ag	Coupling enz	MLL CXXC-DNA inh	KCNH2 3.1 block
COc1ccc(C(=O)NC(=S)Nc2ccccc2N2CCOCC2)cc1[N+](=O)[O-]	-1.2%	-0.1%	0.3%	-9.6	16.9%	7.3	2.1%	11.6	2.0	-6.2%	0.9
N#Cc1ccc(COC(=O)c2ccc(N3CCCC3)c([N+](=O)[O-])c2)cc1	3.8%	1.4%	-0.6%	2.9	1.0%	-2.4	-1.2%	18.6	-0.7	-3.1%	-37.4
Cc1ccc(-c2nc(CS(=O)(=O)CC(=O)NC3CCCCC3C)c(C)o2)cc1 (stereo not given)	-2.4%	3.5%	-0.7%	1.6	?	21.8	-0.3%	4.1	-0.7	-8.1%	3.8
Cc1ccc([N+](=O)[O-])c(C)[n+]1C	-0.3%	10.4%	-0.3%	-1.1	-11.1%	24.5	0.2%	0.1	-7.8	1.3%	-4.5
N#Cc1ccsc1NC(=O)c1ccc(Cl)c([N+](=O)[O-])c1	-2.3%	-7.9%	0.7%	-3.7	/	-26.8	-1.0%	7.6	3.1	-1.8%	15.3
CCCc1cc(=O)n2[nH]c(SCc3ccc(Cl)cc3)nc2n1	0.8%	/	-0.1%	2.8	-0.1%	-18.0	/	0.7	1.9	?	3.1
Nc1ccc(Sc2nc3ccccc3[nH]2)cc1	-0.3%	4.3%	-0.1%	-83.6*	23.9%	3.5	-0.1%	-0.1	0.1	4.8%	7.5
N#Cc1ccccc1OCC(=O)NCC(c1cccs1)N1CCOCC1 (stereo not given)	3.1%	-0.5%	-1.0%	-7.6	5.5%	1.3	-0.7%	4.1	-2.2	4.0%	-1.4
O=C(NC1CCCc2c1cnn2-c1ccc(F)cc1F)c1ccccc1N1CCOCC1 (stereo not given)	0.6%	-0.3%	0.3%	2.1	?	2.0	-1.0%	21.7	1.3	-3.5%	5.7
O=[N+]([O-])c1ccc(OCCCn2cncn2)cc1	-0.6%	15.7%	-0.2%	-0.3	-4.5%	-11.3	-1.2%	-13.3	1.0	-1.5%	6.7
CSCC[C@H](NC(=O)C1=NN(c2c(F)c(F)cc(F)c2F)C(=O)CC1)c1nc2ccccc2[nH]1	0.0%	-1.2%	0.3%	3.0	/	15.8	-1.0%	5.4	0.7	-0.6%	-8.8
CCN(C(=O)COC(=O)C1CCN(S(=O)(=O)c2ccc3c(c2)OCCO3)CC1)C1CCS(=O)(=O)C1 (stereo not given)	1.5%	/	-0.3%	-2.8	/	-16.8	/	-4.0	/	/	11.8
Cc1nn(C)cc1/C=N\NC(=O)c1ccc(Cn2cc(Cl)cn2)cc1	-0.4%	-3.9%	-0.9%	2.1	6.5%	-6.7	/	1.8	3.5	0.5%	6.8
COc1ccccc1NCC(=O)NC(=O)NC1CCCCC1	-0.3%	/	0.3%	0.0	/	5.2	/	/	/	/	1.7
Cc1ccc(Cl)cc1NC(=O)C1CC1c1ccccc1 (stereo not given)	-0.6%	16.9%	-1.2%	-6.4	14.1%	11.6	2.2%	7.3	0.2	-3.6%	4.2
CN(c1ccc(F)cc1)S(=O)(=O)c1ccc(Cl)c(C(=O)Nc2ccc3c(c2)CCC3)c1	1.7%	2.5%	0.0%	0.2	-2.0%	3.6	-0.1%	-1.2	2.3	-4.2%	/
COC(=O)C1=C(CN2CCCc3ccccc32)NC(=O)NC1c1ccc(F)cc1 (stereo not given)	-2.6%	2.6%	-0.6%	-10.0	-12.4%	-3.6	0.8%	-2.2	-2.9	-3.0%	-8.9
Cc1nc(SCC(=O)Nc2c(C)n(C)n(-c3ccccc3)c2=O)n[nH]1	0.8%	-5.4%	0.4%	3.1	3.0%	-1.6	-0.9%	0.1	0.8	4.4%	-11.9
COc1cc2c(cc1OC)CN(c1nc(CN3CCCCC3)nc3sc4c(c13)CCCC4)CC2	-1.9%	5.7%	0.2%	-2.7	-25.4%	6.0	2.7%	2.7	0.1	9.1%	-14.0
O=C(Nc1cnc2ccccc2c1)N1CCCCC1	0.1%	-0.7%	-0.6%	8.5	-0.2%	-1.0	2.3%	0.9	-0.1	-1.9%	-3.2
CCOc1ccc(-c2cc(CCCC(=O)NCCc3ccc(OC)c(OC)c3OC)no2)cc1	0.3%	-0.2%	-1.0%	9.8	?	-10.5	0.1%	3.4	0.4	-1.3%	16.1
COc1ccc(-c2csc(NC(=O)CSc3nnnn3C)n2)cc1OC	-0.6%	/	0.2%	0.7	/	-0.1	/	1.3	/	/	-0.9
COc1cc(/C=C2\SC(=S)N(c3cccnc3)C2=O)ccc1O	-17.3%	8.3%	-0.1%	-13.7	/	-20.1	10.9%	-3.9	0.8	15.7%	-7.8
CCCCNC(=O)C1CCN(Cc2ccc(OCc3ccccc3)cc2)CC1	-1.9%	0.7%	-1.0%	16.9	-7.5%	43.2[activator]	-0.2%	2.4	-2.7	5.9%	-45.9
CC(=O)OC1c2ccccc2C(=O)N1Cc1ccccc1 (stereo not given)	1.0%	-7.9%	0.1%	12.0	2.6%	-11.1	2.6%	9.6	0.2	4.9%	1.8
O=c1[nH]cc(C(F)(F)F)cc1NS(=O)(=O)c1ccc([N+](=O)[O-])cc1	0.1%	3.3%	0.2%	-2.4	15.1%	-1.2	1.0%	0.1	2.7	10.3%	27.0
CCNS(=O)(=O)c1ccc(Br)c(C(=O)OC(C)C(=O)NCC2CCCCC2)c1 (stereo not given)	0.5%	/	-0.3%	-9.2	/	-15.4	/	9.5	/	/	12.9
O=C(NCCN=C1NS(=O)(=O)c2ccccc21)c1ccco1	2.6%	-2.7%	0.3%	16.9	2.3%	2.5	1.0%	-0.5	1.3	0.5%	0.6
CC(=O)C1=C(O)C(=O)N(Cc2ccco2)C1c1ccc(F)cc1 (stereo not given)	-2.0%	-15.8%	0.1%	3.1	5.4%	-17.5	0.5%	0.5	-2.8	-2.6%	10.3
Cc1c(C(=O)OC/C(O)=C(\C#N)c2nc3ccccc3[nH]2)oc2ccccc12	-1.4%	-0.2%	0.0%	-6.1	/	-8.2	-0.9%	8.4	-3.8	-15.3%	-1.1
CCCCn1c(N)c(N(Cc2ccccc2OC)C(=O)c2sccc2C)c(=O)[nH]c1=O	1.3%	/	0.1%	-3.6	/	-8.2	/	-4.4	/	/	-5.5
CCOC(=O)c1c(NC(=O)COc2ccccc2F)sc2c1CC(C)(C)NC2(C)C	-2.1%	/	0.0%	-8.8	/	5.6	/	7.4	/	/	-1.8
Cn1c(=O)c2ncn(CC(=O)Nc3ccc4c5c(cccc35)CC4)c2n(C)c1=O	0.2%	0.6%	-0.3%	0.4	?	2.1	-3.6%	3.1	0.2	7.0%	13.9
CS(=O)(=O)c1ccc(Cl)c(NC(=O)C2CCCN(C(=O)c3ccc(Cl)cc3)C2)c1 (stereo not given)	-2.0%	/	-3.6%	-1.1	/	5.6	/	-0.7	/	/	-20.8
O=C(c1ccccc1)N1CCN(C(=O)C2CC2)CC1	4.2%	0.4%	-0.9%	-8.0	12.5%	2.7	4.8%	0.3	-0.5	-1.1%	15.7
O=C(O)CCCN1C(=O)/C(=C\c2ccc(-c3nc4ccccc4s3)o2)SC1=S	0.0%	0.3%	2.7%	8.8	/	-5.6	1.5%	28.2	-2.4	-27.3%	-4.3
CCN(CC)S(=O)(=O)c1ccc(C(=O)Nc2cc3oc4ccccc4c3cc2OC)cc1	0.5%	-0.5%	-0.1%	4.2	-20.5%	-10.3	2.3%	-4.0	3.6	10.1%	-29.4
COCC1CCCN(C(=O)c2ccc3oc(C(C)C)nc3c2)C1 (stereo not given)	-0.1%	-2.5%	0.4%	9.1	8.6%	-21.4	-2.7%	-1.3	0.6	-5.2%	-8.2
CN(C)c1ccnc(Oc2ccc(F)cc2)c1C#N	0.5%	-7.3%	-0.8%	11.4	10.0%	7.1	-3.8%	5.1	-0.3	12.2%	1.7
C/C(CC(=O)Nc1ccccc1C)=N\NC(=O)Cc1csc(N)n1	-0.6%	6.6%	0.1%	6.7	0.1%	-5.5	-0.6%	3.4	3.0	1.6%	-8.1
Cc1ccc(C)c(N2N=C(C(=O)N(CC(C)C)c3c(N)n(Cc4ccccc4)c(=O)[nH]c3=O)CCC2=O)c1	3.4%	3.0%	-0.7%	17.2	-3.5%	14.1	3.7%	-4.7	3.8	?	5.0
Nc1c(C(=O)Nc2ccccc2)sc2ncc([N+](=O)[O-])cc12	5.3%	-1.6%	-0.9%	4.5	/	-23.0	-4.8%	/	1.2	11.3%	10.5
O=C(O)CCN1C(=O)/C(=C\c2ccncc2)SC1=S	-1.4%	17.3%	0.0%	-8.2	28.1%	?	1.5%	-1.2	-1.4	35.5µM*	9.5

This is a subset; count on the stated rates, not on these rows.
